m5-HT2A agonist – agonists of mouse serotonin 5-HT2A receptor (HTR2A); P35363; CHO-K1 mHTR2A beta-arrestin complementation, luminescence; percent of 30 µM serotonin response; activation, % at 7.6 µM; 0.66% of 360,000 active; AID 624169;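 active means activation above a run cutoff, the mean activation of all tested compounds plus 3 SD, cut at about 14% in these data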;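 further: 0% = plate median of compound wells and 100% = 30 µM serotonin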
Exocytosis inh – blocks lytic granule exocytosis; inhibition, % at 10 µM; 0.66% of 360,000 active; TALL-104 LAMP-1 surface exposure, flow cytometry; cells stimulated with thapsigargin and PMA;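 active means inhibition above about 55%, limit read from the data; inconclusive means no clear call, values can overlap the other calls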
Glyco luc inh – N-linked glycosylation inhibition; D54 ERlucT glycosylation luciferase reporter, 24 h; percent of 100 nM tunicamycin response; 0.23% of 360,000 active; reporter increase, % at 12.5 µM;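 active means mean luciferase reporter signal, scaled so untreated is 0 and the glycosylation-blocking control 100, at or above a set limit in every replicate; inconclusive means mean reaches the limit but not every replicate does; inactive means mean below the limit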;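 further: luciferase carries N-glycosylation sites so blocking glycosylation raises the light; 0% = median of neutral control wells and 100% = median of 100 nM tunicamycin wells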
PDI inh – PDI (human) enzyme inhibition; PDI insulin aggregation turbidity, A650, 90 min; 0.052% of 350,000 active; P07237; inhibition, % at 10 µM;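 active means mean inhibition across replicates of 30% or more, whatever share of single replicates reach that level; inconclusive means mean inhibition below 30% while every single replicate reaches 30%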;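 further: absorbance from insulin aggregation driven by PDI reduction with DTT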
ABCB6 inh MLPCN – blocks the human ABCB6 transporter. 0.19% of 360,000 active. K562-ABCB6 porphyrin accumulation, flow cytometry, 1 h; stronger effect = lower value. fluorescence ratio to DMSO, % at 10 µM;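 active means fluorescence ratio to DMSO below 75%, the collection mean minus 3 SD; inconclusive means too few cells collected in the well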;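 further: signal is porphyrin accumulated inside mitochondria; 100% equals median channel fluorescence of DMSO control wells; lower ratio means ABCB6 inhibition with less porphyrin fluorescence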
Target sequence (Q9NP58 whole entry, looked up): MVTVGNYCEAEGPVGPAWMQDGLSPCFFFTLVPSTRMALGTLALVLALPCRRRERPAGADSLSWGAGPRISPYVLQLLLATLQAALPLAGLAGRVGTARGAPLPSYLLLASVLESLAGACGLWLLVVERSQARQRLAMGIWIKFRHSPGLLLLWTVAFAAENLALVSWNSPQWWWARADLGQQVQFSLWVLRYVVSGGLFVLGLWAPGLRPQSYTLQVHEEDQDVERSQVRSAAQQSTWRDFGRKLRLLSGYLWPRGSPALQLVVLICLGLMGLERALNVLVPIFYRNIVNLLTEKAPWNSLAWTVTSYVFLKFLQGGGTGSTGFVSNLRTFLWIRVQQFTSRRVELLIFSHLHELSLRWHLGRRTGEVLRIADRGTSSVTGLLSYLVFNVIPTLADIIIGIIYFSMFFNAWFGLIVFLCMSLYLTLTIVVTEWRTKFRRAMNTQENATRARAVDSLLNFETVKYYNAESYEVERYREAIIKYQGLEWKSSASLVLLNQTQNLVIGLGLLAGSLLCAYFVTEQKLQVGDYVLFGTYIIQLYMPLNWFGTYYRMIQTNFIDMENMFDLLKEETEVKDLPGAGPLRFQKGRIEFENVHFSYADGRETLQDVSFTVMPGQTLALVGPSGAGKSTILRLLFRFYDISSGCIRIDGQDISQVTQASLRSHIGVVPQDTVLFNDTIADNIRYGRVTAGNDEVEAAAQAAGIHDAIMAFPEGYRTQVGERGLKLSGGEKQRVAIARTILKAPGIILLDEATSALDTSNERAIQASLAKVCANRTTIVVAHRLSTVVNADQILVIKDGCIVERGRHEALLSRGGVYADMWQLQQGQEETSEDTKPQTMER
aDG glyco act – increases alpha dystroglycan glycosylation; Pro5-aDG cells, alpha-DG glycosylation AlphaScreen (IIH6); 0% Pro5, 100% B10-LARGE cell signal; activation, % at 10 µM; 0.22% of 360,000 active; AID 624168;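 active means activation of at least 8% versus controls, or a plate z-score of at least 8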;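 further: Pro5 are CHO cells carrying HIG-tagged alpha-DG that lacks glycosylation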
Vif imaging – inhibitors of HIV Vif; HEK293T cells, Vif self-association by quenched fluorescence, imaging, 24 h; inhibition, % at 7.49 µM; 0.35% of 340,000 active; AID 602346; in the data active means inhibition above about 50%, passing the limit was not always enough; inconclusive means no clear call, values can overlap the other calls; inactive means below about 31%; further: some results filed as inactive read as strong as hits
CaV13 FRET inh – Disruptors of the CACNA1D IQ motif to Ca2+-dependent inactivation inhibitor domain association, primary screening, Förster resonance energy transfer in intact living …. HEK cells, CFP/YFP FRET ICDI-IQ, plate reader, 10 min; percent FRET-ratio fall versus neutral wells. inhibition, % at 12.3 µM. 0.098% of 340,000 active. AID 743397;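 active means mean replicate inhibition of at least 30% and at least 1% of replicates passing that level; inconclusive means only one of the two criteria is met; inactive means neither criterion is met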;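 further: 0% = median of the neutral control wells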
H9c2 protect – protects H9c2 cardiomyocytes from peroxide injury; H2O2 injury protection, ATPLite, 2 h; protection from H2O2 cell death, % at 20 µM; 0.63% of 360,000 active; AID 588492;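 active means compounds giving at least 50% protection of heart cells from peroxide-induced death in the single-dose screen, raw or plate-pattern-corrected value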;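 further: 0% = DMSO wells with peroxide and 100% = DMSO wells without peroxide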
iPSC survival up – enhancers of human iPSC single-cell survival. hiPSC single-cell survival, ATPlite luminescence; 100% = ROCK inhibitor wells, 0% = DMSO. survival enhancement, % at 20 µM. 0.044% of 360,000 active. AID 602274; in the data active means survival enhancement above about 18%;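 further: cells exposed to compounds for 16 hours before the ATP read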
The depositor's hits bear a star; ? = inconclusive; nt = no result given.

no.	structure	m5-HT2A agonist	Exocytosis inh	Glyco luc inh	PDI inh	ABCB6 inh MLPCN	aDG glyco act	Vif imaging	CaV13 FRET inh	H9c2 protect	iPSC survival up
1	CCSCc1nnc(SCC(=O)Nc2cccc(SC)c2)n1C	1	0	-2	-2	101	1.1	nt	nt	-6	0.8
2	CC(=O)Oc1cccc(C(=O)Nc2ccc3c(c2)C(=O)N(CC2CCCO2)C3=O)c1 (stereo unspecified)	12	-3	3	1	101	0.3	8	nt	-5	-0.5
3	COc1ccc(-c2csc(N(CCCN3CCOCC3)C(=O)c3ccco3)n2)cc1	-2	-2	-9	1	100	-0.1	1	-4	23	-1.1
4	O=C(NCc1ccc(Cl)nc1)c1csc([C@@H]2C[C@H](O)[C@@H](CO)O2)n1	-2	1	0	10	99	-0.2	13	-5	5	1.0
5	Nc1nc(SCC(=O)c2cccs2)n[nH]1	2	-5	-1	9	80	0.5	-2	-5	0	-1.6
6	COc1ccccc1-c1nnc(SCC(=O)Nc2ccc(N3CCOCC3)cc2)n1C	4	-2	0	-7	103	-0.1	5	nt	-5	0.4
7	CCCCN(C(=O)C1=NN(c2cc(C)ccc2C)C(=O)CC1)c1c(N)n(CCC)c(=O)[nH]c1=O	-2	3	0	-3	102	0.0	10	-3	-10	-1.2
8	Fc1ccc(-c2cc(-c3ccccc3)nc(-n3cccn3)n2)cc1	-4	-3	1	8	101	0.0	7	-7	10	1.9
9	COC(=O)/C=c1\sc2ncnn2c1=O	3	19	2	14	101	-0.3	-6	-5	11	0.1
10	COc1ccc2oc(C(=O)OCC(=O)NC(=O)NC(C)C)c(C)c2c1	2	6	-1	-5	89	-0.1	-4	-6	6	-1.6
11	CCOC(=O)c1c(CSc2ccc(C)cc2)n(C)c2cc(Br)c(O)c(CN(C)C)c12	-8	34	-3	11	99	1.0	-4	-6	-14	-0.1
12	CC(=O)c1cccc(NC(=O)c2cc(Cl)sc2Cl)c1	-1	1	3	-7	100	0.2	-6	-14	1	-0.1
13	C=CCN(c1ccccc1)S(=O)(=O)c1cc(C(=O)NC2=NCCS2)ccc1Cl	-4	3	1	-1	86	-0.1	10	-20	-16	1.1
14	CC[C@]1(O)CC2CN(CCc3c([nH]c4ccccc34)[C@@](C(=O)OC)(c3cc4c(cc3OC)N(C=O)[C@H]3[C@@](O)(C(=O)OC)[C@H](OC(C)=O)[C@]5(CC)C=CCN6CC[C@]43[C@@H]65)C2)C1 (stereo partly specified)	1	1	9	20	99	-0.1	?	-5	17	-4.5
15	C=CCn1nnnc1SCC(=O)Nc1ccc(OC)cc1	-2	0	1	1	90	-0.5	12	-2	2	-0.2

Next part
no.	structure	m5-HT2A agonist	Exocytosis inh	Glyco luc inh	PDI inh	ABCB6 inh MLPCN	aDG glyco act	Vif imaging	CaV13 FRET inh	H9c2 protect	iPSC survival up
16	COC(=O)C1=C(C)Nc2c(c(=O)n(C)c(=O)n2C)C1c1ccncc1 (stereo unspecified)	2	-2	-1	-2	102	0.0	-2	-18	0	1.4
17	Cc1[nH]nc(Nc2ccc(C(C)C)cc2)c1[N+](=O)[O-]	-3	-6	-4	1	95	0.0	3	-4	-13	0.3
18	Cc1ccc(S(=O)(=O)Nc2cccc(-n3cnnn3)c2)cc1	3	-2	0	1	93	0.3	-3	-5	-1	-0.2
19	O=C(NCCN1CCOCC1)C(=O)NCC1CCCO1 (stereo unspecified)	4	8	4	-3	104	-0.2	6	-7	4	-0.4
20	CCC1(C)Cc2ccccc2-c2nc(SCC(N)=O)[nH]c(=O)c21 (stereo unspecified)	-4	-16	0	1	100	-0.1	-8	-2	0	0.1
21	O=C(NC1CCCCC1)c1sc(N2CCOCC2)nc1-c1ccccc1	0	7	1	2	98	-0.1	1	-5	-7	-2.6
22	CCCC1C2C(=O)N(c3ccccc3OC)C(=O)C2ON1c1ccccc1 (stereo unspecified)	1	1	0	1	95	0.3	-8	-4	4	-0.7
23	CC1(c2ccccc2)CC(C)(C)N(C(N)=O)c2ccccc21 (stereo unspecified)	5	-7	-1	-1	96	-0.1	-1	-6	9	-0.1
24	Cc1ccc(N2CC(C(=O)OCC(=O)Nc3ccccc3C)CC2=O)cc1 (stereo unspecified)	3	-3	0	10	97	-0.3	-7	-3	5	0.2
25	CC(C)(C)OC(=O)N1CCC[C@H]1c1nnc(SCc2c(Cl)cccc2Cl)o1	-5	0	-4	-1	92	0.1	0	-1	-21	1.7
26	O=C(CCS(=O)(=O)c1ccc(Cl)cc1)Nc1nc(-c2cccnc2)cs1	2	-3	-6	2	91	1.1	1	-14	-6	-0.4
27	O=C(NNC(=O)C1CC1)c1ccccc1[N+](=O)[O-]	-4	4	0	1	92	0.3	-3	nt	6	-0.4
28	Cc1ccc(CNC(=O)C2CCCN(S(=O)(=O)c3cnc[nH]3)C2)cc1 (stereo unspecified)	14	0	1	-1	103	0.1	5	-6	3	2.7
29	CCN(CC)C(=O)CN(C#N)c1nc(OC)nc(N(C)C)n1	2	1	0	3	91	0.0	1	-5	1	-1.9
30	CCC(=O)c1ccc(OCC(=O)N2CCN(c3ccccn3)CC2)cc1	8	2	2	-4	98	0.0	4	-6	1	-0.3

5 records picked at random from those above:
no.	structure	m5-HT2A agonist	Exocytosis inh	Glyco luc inh	PDI inh	ABCB6 inh MLPCN	aDG glyco act	Vif imaging	CaV13 FRET inh	H9c2 protect	iPSC survival up
26	O=C(CCS(=O)(=O)c1ccc(Cl)cc1)Nc1nc(-c2cccnc2)cs1	2	-3	-6	2	91	1.1	1	-14	-6	-0.4
22	CCCC1C2C(=O)N(c3ccccc3OC)C(=O)C2ON1c1ccccc1 (stereo unspecified)	1	1	0	1	95	0.3	-8	-4	4	-0.7
21	O=C(NC1CCCCC1)c1sc(N2CCOCC2)nc1-c1ccccc1	0	7	1	2	98	-0.1	1	-5	-7	-2.6
25	CC(C)(C)OC(=O)N1CCC[C@H]1c1nnc(SCc2c(Cl)cccc2Cl)o1	-5	0	-4	-1	92	0.1	0	-1	-21	1.7
24	Cc1ccc(N2CC(C(=O)OCC(=O)Nc3ccccc3C)CC2=O)cc1 (stereo unspecified)	3	-3	0	10	97	-0.3	-7	-3	5	0.2

Exported in transposed form: part of the list above.
26) O=C(CCS(=O)(=O)c1ccc(Cl)cc1)Nc1nc(-c2cccnc2)cs1
27) O=C(NNC(=O)C1CC1)c1ccccc1[N+](=O)[O-]
Assay by compound	26	27
m5-HT2A agonist	2	-4
Exocytosis inh	-3	4
Glyco luc inh	-6	0
PDI inh	2	1
ABCB6 inh MLPCN	91	92
aDG glyco act	1.1	0.3
Vif imaging	1	-3
CaV13 FRET inh	-14	nt
H9c2 protect	-6	6
iPSC survival up	-0.4	-0.4

Next entries:
no.	structure	m5-HT2A agonist	Exocytosis inh	Glyco luc inh	PDI inh	ABCB6 inh MLPCN	aDG glyco act	Vif imaging	CaV13 FRET inh	H9c2 protect	iPSC survival up
31	O=C(COC(=O)COc1cccc(Br)c1)NCc1ccc2c(c1)OCO2	-1	5	1	3	111	0.0	8	-6	0	1.3
32	O=C(NCC1CC1)c1cccs1	0	3	0	nt	91	-0.2	-2	-10	3	-0.7
33	CCOC(=O)CS(=O)(=O)c1ccc(C(F)(F)F)cn1	3	1	1	-1	101	-0.1	7	-7	9	4.0
34	Cc1ccc(/C=N/NC(=O)c2cc3c(s2)CCCC3)o1	-15	7	-2	0	93	0.8	-2	-3	2	0.4
35	CCN(CC)S(=O)(=O)c1ccc(O)c(NS(=O)(=O)c2ccccc2F)c1	5	-2	2	-4	105	0.3	3	-18	8	1.1
36	Nc1nonc1-n1nnc(C(=O)N/N=C/c2ccc(OCc3ccccc3F)cc2)c1CN1CCCCC1	2	2	-3	-1	104	0.8	2	-7	-14	1.7
37	COc1ccc(OCC(=O)Nc2cc(C)c(Cl)cc2OC)c([N+](=O)[O-])c1	6	-4	2	-5	102	-0.2	7	-6	-8	1.9
38	CC(=O)OC1c2ccccc2C(=O)N1Cc1ccccc1 (stereo unspecified)	0	-1	1	nt	98	-0.4	4	-5	7	-0.3
39	Cc1nnc(SCC(=O)N2CCCCCC2)n(N)c1=O	9	-2	2	5	95	0.3	-7	-2	8	-0.3
40	Cc1ccc(S(=O)(=O)N2C[C@H]3N(C(=O)OC(C)C)N(C(=O)OC(C)C)C[C@H](OC(=O)NCc4ccco4)[C@@]3(O)C2)cc1	3	0	-2	2	93	0.1	8	-6	3	-2.5
41	CCOc1ccc(CCNC(=O)c2[nH]c(C)c(C(C)=O)c2CC)cc1OCC	0	1	2	3	104	0.0	0	-3	0	2.4
42	COCCNC(=O)CN1CCN(C(c2ccccc2)c2ccccc2)CC1	0	5	2	-5	98	0.0	1	-7	2	3.3
43	Cc1cc(C2=NNC(=NCc3ccccc3)SC2)c(C)n1-c1c(C)n(C)n(-c2ccccc2)c1=O	1	1	-2	-3	97	-0.5	4	-6	-2	-1.2
44	COc1ccc(-c2cc(C(=O)Nc3c(C)n(C)n(-c4ccccc4)c3=O)c3ccccc3n2)cc1	-8	18	-1	8	96	-0.2	4	-3	15	-0.2
45	COc1ccccc1NC(=O)CN1C(=O)C(C)SC(C)C1=O (stereo unspecified)	3	20	2	3	111	0.1	-14	2	-3	2.8

(more compounds)
no.	structure	m5-HT2A agonist	Exocytosis inh	Glyco luc inh	PDI inh	ABCB6 inh MLPCN	aDG glyco act	Vif imaging	CaV13 FRET inh	H9c2 protect	iPSC survival up
46	CCOc1ccc(CCNC(=O)c2ccc(C)c(N3CCCC3=O)c2)cc1OCC	-2	-1	3	14	99	-0.1	4	-7	8	-1.0
47	NS(=O)(=O)c1ccc(CCNC(=O)CSc2ccc3ccccc3c2)cc1	-6	-2	-1	-6	102	0.2	0	-4	-12	1.8
48	O=C(CCc1ccccc1)Nc1cccc(NC(=O)CCc2ccccc2)c1	-5	6	0	1	105	-0.1	nt	-7	-2	0.7
49	O=C(CCn1cnc2ccccc2c1=O)Nc1cccc(Cl)c1Cl	-3	4	-1	-1	94	0.0	-11	2	8	-0.5
50	CC(C)(C)C(=O)Nc1ccc(C(=O)N/N=C/C2CC3C=CC2C3)cc1 (stereo unspecified)	2	0	-2	-5	99	-0.2	2	-3	1	0.9
51	O=C(O)C1CCCNC1 (stereo unspecified)	3	-1	2	-5	97	-0.2	-1	nt	6	-1.5
52	O=C(N(c1ccccn1)c1ccccn1)C12CC3CC(CC(C3)C1)C2	3	-2	1	-1	95	0.1	-1	-14	-2	-0.2
53	CCCC(=O)Nc1ccc(C(=O)NCc2ccccc2Cl)cc1	-4	-1	-2	-3	103	0.1	-3	nt	-1	-2.2
54	O=C(c1cc2ccccn2n1)N1CCN(Cc2ccccc2)CC1	-1	-4	-5	nt	102	-0.4	9	-4	4	1.7
55	COCCn1c(SCC(=O)N2CCCC2=O)nc2sc(C)c(C)c2c1=O	-2	-6	1	-2	96	0.1	3	-6	2	0.2
56	O=C1NC(=S)NC1=Cc1ccc(O)cc1	-6	1	-1	11	97	-0.3	-3	-9	2	3.2

The order is random; any-hit rate near 3.1%.
